# High-throughput results as filed in PubChem.
# KAT2A inh: inhibitors of human GCN5L2 histone acetyltransferase; 390,000 compounds, 0.21% hits; GCN5L2 HAT assay, ThioGlo1 CoA-SH fluorescence; AID 504327; Q92830; Potency, µM (highest dose often 58.9 µM), for the others: top-dose activity change, negative = inhibition, actives largely listed as inhibitors
#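 GCN5L2 (20 nM) in 50mM HEPES pH 7.5, 0.1mM EDTA, 0.01% Tween-20 preincubated 15 min with compounds at room temperature. Reaction started with H3(1-25) 75uM, acetyl-CoA 70uM, ThioGlo1 50uM; CoA-thiol fluorescence (Ex340/Em540) read at 0 and 20 min.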
# FEN1 inhibitor: human FEN1 inhibition. P39748. 390,000 compounds, 0.35% hits. Potency, µM (highest dose often 114 µM), without a hit: top-dose activity change, negative = inhibition, most hits filed as inhibitors. Recombinant FEN1 flap cleavage, fluorescence, 15 min. AID 588795; further: nearly all actives have a fitted effect of over 65% in size
# Target sequence (P39748 whole entry, looked up): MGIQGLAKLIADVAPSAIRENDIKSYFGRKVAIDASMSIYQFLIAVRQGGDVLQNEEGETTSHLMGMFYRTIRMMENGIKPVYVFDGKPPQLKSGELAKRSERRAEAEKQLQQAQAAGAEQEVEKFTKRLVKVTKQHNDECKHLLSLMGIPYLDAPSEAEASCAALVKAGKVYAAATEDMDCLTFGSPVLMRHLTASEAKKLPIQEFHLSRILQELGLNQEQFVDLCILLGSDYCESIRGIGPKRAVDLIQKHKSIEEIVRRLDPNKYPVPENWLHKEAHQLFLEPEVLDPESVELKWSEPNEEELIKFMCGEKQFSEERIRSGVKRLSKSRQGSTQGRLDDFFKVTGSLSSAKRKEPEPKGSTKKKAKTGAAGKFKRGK
#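 Steps: FEN1 (10 nM) dispensed; compound added by pin tool; 15 min at room temperature; substrate added to 50 nM final; reads at 0 min and 15 min; data normalized and fitted (four-parameter Hill).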
# TDP1 cell CPT: growth inhibition of DT40 Tdp1-/-;hTDP1 cells with camptothecin (screen for TDP1 inhibitors) | chicken DT40 Tdp1-/-;hTDP1 cells + 20 nM CPT, ATP luminescence, 48 h | Potency, µM (titrated, usually from 46.2 µM), for inactives: at the highest dose activity change, negative = growth inhibition, most hits filed as inhibitors | 420,000 compounds, 12% hits | AID 686979; further: nearly all actives have a fitted effect of over 55% in size
#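 Chicken DT40 Tdp1-/- cells stably complemented with human TDP1 were seeded at 400 cells/well in medium containing 20 nM camptothecin, exposed to pin-transferred compounds, and grown at 37 °C for at least 48 hr. Viability was read as ATP luminescence.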
# The depositor's hits bear a star; ? = inconclusive; . = no result given; & = joins results of further samples; [ ] = dose if it differs, or a comment. The call rests on the fitted dose curve; in most records, active means well fitted curve in the direction sought with a large enough effect; inconclusive means small, poorly fitted or top-dose-only effect, or another doubt; inactive means no such curve, though single readings can be large; an effect the other way counts as inactive or inconclusive. On the % scale 0 is the no-effect control and ±100 the full control effect; potency means the concentration at half of the fitted maximal effect. Only part of the results is shown. The share of hits here may be higher or lower than overall.
SMILES,KAT2A inh,FEN1 inhibitor,TDP1 cell CPT
O=C(CSc1nccc(=O)[nH]1)N1CCc2ccccc2C1,-9%,-9%,-15%
CC1CCCN(CCC(=O)c2ccccc2)C1 (configuration not stated),.,-7%,4.6µM*
CCOc1cc(/C=N/Nc2nncc(-c3ccccc3)n2)ccc1O,-13%,2%,?
CC(C)Cn1cc(Cl)c(=O)n(CC(C)C)c1=O,5%,18%,10%
CN(C)c1ccc(CNS(=O)(=O)c2ccc3c(c2)C(C)(C)C(=O)N3C)cc1,2%,-8%,-4%
Cc1nn(CC(=O)NC2CCS(=O)(=O)C2)c(C)c1[N+](=O)[O-] (configuration not stated),1%,-4%,-1%
CCN(C(=O)CSc1nc2nc(C)cc(C)n2n1)c1ccccc1,-13%,9%,-21%
CCCn1ccc2c(OCC(=O)NCc3ccc(F)cc3)cccc2c1=O,-13%,-6%,?
CCC1CCCCN1C(=O)Cn1c(C(=O)OC)cc2ccsc21 (configuration not stated),?,-11%,-15%
Cc1ccc(CNC(=O)Cn2ccc(NC(=O)OCc3ccccc3)nc2=O)o1,-8%,-2%,-9%
Fc1ccc(-c2csc(Nc3ccccn3)n2)cc1,-9%,1%,16µM*
OCCOCCn1c(C(CO)Nc2nc(-c3ccc(Cl)cc3)cs2)nc2ccccc21 (configuration not stated),.,-20%,29µM*
O=C(CCC(=O)c1cccs1)OCC(=O)c1ccccc1F,-12%,2%,-24%
Cc1ccc(CS/C(Nc2ccccc2C)=C(\C#N)C(N)=O)c(C)c1,-4%,-10%,?
Cc1ccc(N2CC(C(=O)OCc3ccc([N+](=O)[O-])cc3)CC2=O)cc1 (configuration not stated),0%,-7%,-13%
CCOc1ccccc1Oc1cn[nH]c1-c1ccc(OC)cc1O,-13%,?,?
CCOC(=O)C1Nc2ccc(C(F)(F)F)cc2C2c3ccccc3CC12 (configuration not stated),.,3%,18µM*
O=C(O)c1ccccc1-n1cnnn1,-7%,20%,-3%
Cc1ccc(-c2nc3c(c(=O)[nH]c(=O)n3CC(C)C)n2CC(C)C)cc1[N+](=O)[O-],-6%,3%,?
Cc1ccc(CCNC(=O)CCS(=O)(=O)c2ccc3c(c2)oc(=O)n3C)cc1,-23%&23%,0%&0%,2%&-4%
Cc1cc(C)c(NC(=O)COCc2cc(-c3cccs3)on2)c(C)c1,1%,12%,18µM*
O=C(Cn1ncc2c([nH]c3ccccc32)c1=O)N1CCCCC1,-5%,-3%,-1%
O=C(N/N=C1/CC2CCC1C2)c1cc2ccccc2cc1O (configuration not stated),?,-6%,23µM*
CNC(=S)Nc1ccc(OCc2ccccc2)cc1,-6%,-12%,?
O=C(O)c1cccc(NC(=S)NC(NC(=O)c2ccco2)C(Cl)(Cl)Cl)c1 (configuration not stated),-28%,11%,0%

# Three of the compounds above, with values under each structure:
# Order of results: KAT2A inh, FEN1 inhibitor, TDP1 cell CPT
> O=C(CSc1nccc(=O)[nH]1)N1CCc2ccccc2C1
  -9%, -9%, -15%
> Cc1ccc(CNC(=O)Cn2ccc(NC(=O)OCc3ccccc3)nc2=O)o1
  -8%, -2%, -9%
> O=C(N/N=C1/CC2CCC1C2)c1cc2ccccc2cc1O (configuration not stated)
  ?, -6%, 23µM*

# Remaining list, next part.
SMILES,KAT2A inh,FEN1 inhibitor,TDP1 cell CPT
CCCCn1c2ccccc2c2nnc(SCCN3CCCCC3)nc21,-13%,2%,?
O=C(CSc1ccc(-c2ccc(Cl)cc2)nn1)N1CCCc2ccccc21,-2%,-17%,?
CSc1nc(C(C)C)ccc1CNC(=O)CC(C)c1ccccc1 (configuration not stated),-3%,11%,-25%
CC(=O)Nc1nonc1-c1nnc(SCC(=O)Nc2ccc(C)c(Cl)c2)n1C,-7%,-5%,-16%
COCCNC(=S)Nc1ccc2nsnc2c1,1%,3%,?
Cc1cc(C)cc(NC(=O)NN2C(C)CCCC2C)c1 (configuration not stated),-8%,-9%,6%
Cc1nc2c(C)cccc2cc1C(=O)N/N=C/c1ccc(C(=O)O)cc1,0%,-1%,?
O=C(Cn1cnc2ccc(Cl)cc2c1=O)c1cccs1,?,-3%,-6%
Cc1cc(C)c2nc(NC(=O)c3cc(C)on3)sc2c1,-1%[0.501 µM],-2%,?
CC(N=C1NS(=O)(=O)c2ccccc21)C(=O)N1CCc2ccccc2C1 (configuration not stated),-15%,-2%,-12%
COc1ccccc1CCNS(=O)(=O)c1cn(C)c(=O)n(C)c1=O,-12%,-3%,-3%
CCOC(=O)C(=Cc1cn(C)c2ccc(S(=O)(=O)N(C)C)cc12)C(=O)OCC,-1%,-14%,?
Cc1c(CCNC(=O)c2ccc(Br)o2)sc2nc(-c3ccc(Cl)cc3)nn12,-13%,-21%,18µM*
O=C(NC1CCCCCC1)c1cc(-c2ccccn2)nc2ccccc12,0%,-20%,-23%
CCCCN(C)C(=O)C1CCC(CNS(=O)(=O)c2ccc3c(c2)CC(C)N3C(=O)C2CC2)CC1 (configuration not stated),-3%,13%,10µM*
Cc1noc(C)c1COC(=O)Cc1ccc(Cl)cc1,-2%,-10%,2%
C=CCN1C(=O)C(CC(=O)Nc2ccc(OCCC)cc2)N(CCCN2CCN(Cc3ccccc3)CC2)C1=S (configuration not stated),-13%,-18%,23µM*
CC(C)n1nc(C(=O)NCc2ccc3c(c2)OCO3)c2ccccc2c1=O,-6%,-2%,16µM*
O=S(=O)(c1ccc(F)cc1)N1CCN(C(=S)NCc2ccccc2)CC1,-1%,10%,-20%
COCc1ccc(CN2CCCC(CCC(=O)NCc3ccc(C)o3)C2)o1 (configuration not stated),-4%,1%,-25%
CCc1ccc(S(=O)(=O)Nc2nnc(N)s2)cc1,-15%,19%,-14%
O=C(CN(C1CCCCC1)S(=O)(=O)c1ccccc1)NCc1ccco1,-9%,-1%,?
COc1cccc(NCc2nnc(SCC(=O)NC3CCS(=O)(=O)C3)n2C2CCCCC2)c1 (configuration not stated),-2%,11%,-24%
CCC(=O)N1CCc2cc(Br)cc(S(=O)(=O)N3CCCC(C(=O)Nc4ccc(OC)c(Cl)c4)C3)c21 (configuration not stated),-7%,13%,-15%
CS(=O)(=O)N(CC(=O)NCC1CCCO1)c1cc(Cl)cc(Cl)c1 (configuration not stated),1%,-3%,4%

# A few values from the results shown:
# CC(N=C1NS(=O)(=O)c2ccccc21)C(=O)N1CCc2ccccc2C1 (configuration not stated) | TDP1 cell CPT: -12%
# O=S(=O)(c1ccc(F)cc1)N1CCN(C(=S)NCc2ccccc2)CC1 | FEN1 inhibitor: 10%

# Further structures
SMILES,KAT2A inh,FEN1 inhibitor,TDP1 cell CPT
CCCCOc1ccc(OCCNS(=O)(=O)N(C)C)cc1,0%,1%,?
CC(C)(C)n1nnnc1C(c1ccncc1)N1CCCCCC1 (configuration not stated),3%,5%,-23%
CCC(=O)NC(=S)Nc1ccc(NC(=O)COc2ccc(Cl)c(C)c2)cc1,0%,-2%,13µM*
COc1cccc(CNCc2ccc3c(c2)OCO3)c1,-1%,7%,-23%
Cc1ccc(S(=O)(=O)N(C)C)cc1NC(=S)Nc1ccc2cn[nH]c2c1,-1%,6%,2%
CCOC(=O)c1c(C2CC2)csc1NC(=O)COC(=O)c1cc(OC)c(OC)cc1[N+](=O)[O-],-2%,11%,?
O=C(C1CCN(S(=O)(=O)c2cccc3nsnc23)CC1)N1CCN(c2ccccc2F)CC1,-2%,-5%,?
CC(C)c1nc(NCCO)c(C#N)c2c1CCCC2,-10%,-4%,-24%
CCC(C)NC(=O)CSc1nc2n[nH]c(C)c2c(=N)n1-c1ccc(C)c(Cl)c1 (configuration not stated),-3%,-2%,3.3µM*
CCOC(=O)c1cc(C#N)c(Nc2ccc(C)cc2)nc1C(F)(F)F,-5%,2%,-27%
CCOC(=O)Cn1c(=O)oc2cc(S(=O)(=O)N3CCCC(C)C3)ccc21 (configuration not stated),-3%&-2%,-5%&13%,-7%&4%
CCOC(=O)c1ccc(NC(=O)c2ccc3c(c2)c(C)c(C)n3Cc2ccc(F)cc2)cc1,-14%,-3%,9.2µM*
O=C(CC1S/C(=N/N=C/c2cccs2)NC1=O)Nc1ccccc1F (configuration not stated),-2%,20%,-23%
O=C(c1cc2cc(Cl)ccc2[nH]1)N1CCN(c2ccc(F)cc2)CC1,-11%,10%,-14%
O=c1[nH]c(C2CCN(S(=O)(=O)c3ccc(C(F)(F)F)cc3)CC2)nc2c1nnn2Cc1ccccc1,-8%,-8%,?
CC(=O)N1c2ccccc2CC1C(=O)N1CCN(c2cccc(C)c2C)CC1 (configuration not stated),-1%,8%,23µM*
CCC1CCCCN1CCCNC(=O)CN1C(=O)COc2ccc(S(=O)(=O)N3CCOCC3)cc21 (configuration not stated),-11%,4%,2%
O=C(c1ccc(N2CCCC2=O)cc1)N1CCN(c2ccccc2F)CC1,-20%,2%,-28%
Cc1cccc(NC(=O)c2ccc3c(c2)C(=O)N(Cc2cccnc2)C3=O)c1C,1%,0%,-5%
CCOc1cc(OCC)c(C(C)=O)cc1OCC,0%,-6%,?
CCC(C(=O)OCC(=O)Nc1ccc(C)c(S(=O)(=O)N2CCOCC2)c1)c1ccccc1 (configuration not stated),-10%,-11%,12µM*
CCCSc1ccc([C@H]2N[C@@](Cc3ccccc3)(C(=O)OC)[C@H]3C(=O)N(C)C(=O)[C@@H]23)cc1,-4%,-3%,?
O=C(C[n+]1cc(-c2ccc(Cl)cc2)n2c1CCC2)N1c2ccccc2Sc2ccccc21,-2%,11%,9.2µM*
O=C(CCNC(=O)c1ccco1)Nc1nc2ccccc2s1,4%,-4%,7%
Cc1ccc(C(C)C)c(OCCN2CCc3ccccc3C2)c1,-7%,-2%,?

# Later entries:
SMILES,KAT2A inh,FEN1 inhibitor,TDP1 cell CPT
COc1ccc(C(=O)Nc2ccccc2C(=O)Nc2cc(C)ccn2)cc1,-8%,-13%,?
CCc1ccc(NC(=O)C2CCCN(S(=O)(=O)c3ccc(F)cc3)C2)cc1 (configuration not stated),2%,3%,8.2µM*
CCOC(=O)CC(=O)CSc1nc2ccc(OC)cc2cc1C,5%,5%,-4%
COc1ccc(CN2CCNC(=O)C2CC(=O)NCCN2CCCCC2=O)c(F)c1 (configuration not stated),-2%,2%,-16%
COc1ccc(NC(=O)Nc2nnc(-c3ccccc3F)s2)cc1,-3%,3%,?
CCCCOc1ccc(S(=O)(=O)n2nc(C)c(S(=O)(=O)N3CCCCCC3)c2C)cc1,-2%,-2%,-21%
CC(C)(CC(=O)c1ccccc1)CC(=O)c1ccccc1,.,-4%,-22%
O=C(C1CCC1)N1CCCc2cc(S(=O)(=O)N3CCN(c4cccc(Cl)c4)CC3)ccc21,-5%,9%,?
COc1nc(-c2ccccc2)ccc1-c1noc(-c2ccco2)n1,?,4%,-14%
Cc1cc(C)cc(NC(=S)Nc2cccc3ccccc23)c1,-3%,4%,?
CC(NS(C)(=O)=O)C(c1cccs1)N1CCN(c2ccccc2F)CC1 (configuration not stated),.,9%,2%

# Whole records, looked up by structure.
# O=C(Cn1ncc2c([nH]c3ccccc32)c1=O)N1CCCCC1 across the screens: KAT2A inh: -5%; FEN1 inhibitor: -3%; TDP1 cell CPT: -1%
# CCC1CCCCN1CCCNC(=O)CN1C(=O)COc2ccc(S(=O)(=O)N3CCOCC3)cc21 (configuration not stated) across the screens: KAT2A inh: -11%; FEN1 inhibitor: 4%; TDP1 cell CPT: 2%
# CCOc1cc(OCC)c(C(C)=O)cc1OCC across the screens: KAT2A inh: 0%; FEN1 inhibitor: -6%; TDP1 cell CPT: ?
